Screening data as filed in PubChem BioAssay.
FLuc act counter: affects firefly luciferase, flagging false hits in luciferase stimulation screens. ATPlite luciferase biochemical, luminescence, 10 min; 0 = ATP-free wells, 1 = DMSO control. 200,000 tested, under 10 active. activation factor at 10 µM;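 active means luciferase activation factor, scaled between plate controls, of at least 2 with compound at 10 µM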
Target sequence (P08659 whole entry, looked up): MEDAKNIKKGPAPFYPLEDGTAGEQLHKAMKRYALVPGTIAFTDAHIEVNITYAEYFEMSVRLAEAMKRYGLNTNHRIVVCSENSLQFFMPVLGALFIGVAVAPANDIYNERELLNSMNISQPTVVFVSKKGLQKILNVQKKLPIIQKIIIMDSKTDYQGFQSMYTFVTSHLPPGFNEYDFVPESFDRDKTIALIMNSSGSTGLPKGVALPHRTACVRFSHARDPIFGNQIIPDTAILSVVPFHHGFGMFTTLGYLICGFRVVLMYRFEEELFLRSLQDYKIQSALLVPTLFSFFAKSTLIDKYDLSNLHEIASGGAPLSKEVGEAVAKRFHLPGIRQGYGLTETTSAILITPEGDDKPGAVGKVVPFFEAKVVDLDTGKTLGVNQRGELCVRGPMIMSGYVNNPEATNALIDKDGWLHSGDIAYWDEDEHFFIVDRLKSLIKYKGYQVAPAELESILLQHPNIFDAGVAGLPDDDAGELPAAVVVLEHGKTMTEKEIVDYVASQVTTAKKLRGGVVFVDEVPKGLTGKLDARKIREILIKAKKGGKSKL
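System: cell-free luciferase reagent; medium: PBS as buffer for the ATP substrate; doses: test compounds dosed from 2 mM stocks in 100% DMSO; incubation: 10 min, room temperature; measured by: luminescence from luciferase reaction; read-out: luciferase activation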
APP transl inh: APP translation inhibition; inhibition, % at 2 µM; SH-SY5Y APP 5'UTR-luciferase reporter, luminescence; 0.82% of 190,000 active;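 active means inhibition above a set limit, derived from the sample mean plus 3 SD, cut at about 45% in these data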; further: values of inactives mirror those of a sister screen read the other way
NF-kB expr up: NF-kB expression increase, human neuronal cells. AID 1239. 1.6% of 190,000 active. fold change at 12.5 µM. NF-kB reporter expression; stronger effect = higher value; in the data active means fold change above about 3.3
DTT redox prof: compounds producing H2O2 with reducing agent – biochemical, NIH compound library profiling, artefact control for MLSCN library redox annotation, primary screen; DTT-dependent redox cycling H2O2, phenol red/HRP absorbance; 100% = 100 µM peroxide control, 0% = buffer; activation, % at 10 µM; 0.03% of 200,000 active;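 active means activation of at least 50% relative to the plate's high and low controls in the primary single-dose screen; inactive means activation below 50%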;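 further: compound incubated with DTT at 0.8 mM final as the reducing agent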
G6PDH counter: inhibits Leuconostoc G6PDH, flagging false hits in G6PDH-based assays; Purified L. mesenteroides G6PDH, diaphorase/resazurin coupled fluorescence, 45 min; inhibition, % at 5 µM; 0.12% of 200,000 active; in the data active means inhibition above about 50%
Efa HMGR inh: E. faecalis class II HMG-CoA reductase inhibition; purified E. faecalis HMGR, NADPH absorbance 340 nm kinetic; inhibition, % at 10 µM; 0.41% of 190,000 active;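 active means inhibition above a set limit, the median over all tested compounds plus 3 SD, cut at about 9.5% in these data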;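 further: enzyme runs in reverse so mevalonate oxidation gives rising NADPH absorbance; 0% = complete reaction with DMSO and 100% = background rate lacking mevalonate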
Hsp70 act: switches on Hsp70 transcription. 0.04% of 200,000 active. HeLa Hsp70 promoter luciferase reporter, luminescence; scaled: vehicle 0, proteasome-inhibitor control 100%. activation, % at 10 µM. AID 1203;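 active means activation above the mean across all tested compounds plus 3 SD, cutoff set per campaign, cut at about 5.5% in these data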;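 further: 100% = MG132 at 30 µM as the positive control and 0% = DMSO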
APP 5'UTR act: activates APP 5'UTR luciferase reporter. activation, % at 2 µM. SH-SY5Y APP 5'UTR luciferase reporter, luminescence; zero percent = DMSO vehicle wells. 1% of 190,000 active;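 active means activation above a set limit, based on mean plus 3 SD of controls, cut at about 140% in these data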; further: values of inactives mirror those of a sister screen read the other way
STAT1 activator: activators of IFN-gamma induced STAT1 signaling | NIH 3T3 STAT1-luciferase reporter, luminescence; 100% = IFN-gamma alone, no compound | activation (% of control), % at 5.5 µM | 2.6% of 200,000 active;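 active means activation above the screen-wide mean activation plus 3 SD, cut at about 130% in these data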;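 further: raw ratio to IFN-gamma control signal so 100% means no change and 0% no light; values of inactives mirror those of a sister screen read the other way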
FLuc inh counter: counter-screen for luciferase assay inhibitors: firefly luciferase inhibition; P08659; ATPLite firefly luciferase biochemical luminescence, 10 min; inhibition, % at 10 µM; 1.5% of 200,000 active; AID 1006;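 active means inhibition above about 50% when tested at 10 µM, limit read from the data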
Numbers without * were called inactive; / = not tested or not shown.

mol | G6PDH counter | Hsp70 act | Efa HMGR inh | FLuc inh counter | APP transl inh | APP 5'UTR act | NF-kB expr up | FLuc act counter | DTT redox prof | STAT1 activator
Cc1cc(C)c2nc(N3CCC(C(=O)N4CCN(C(=O)c5ccco5)CC4)CC3)sc2c1 | -3 | -0.3 | 0 | 3 | -16 | 16 | 0.64 | 1 | -1.2 | 92
CCOc1nc(-c2ccccc2)ccc1-c1noc(-c2ccncc2)n1 | 10 | -0.3 | 2 | 6 | -22 | 22 | 1.2 | 0.9 | 0.1 | 104
Cn1cnnc1SCC(=O)Nc1nc(-c2ccc(F)cc2)cs1 | 5 | -0.3 | -6 | 5 | -36 | 36 | 1 | 1 | -0.9 | 103
CCN(CC)c1ccc(-c2nn3c(-c4ccccc4OC)nnc3s2)cc1 | 8 | 0.2 | -5 | 2 | 94* | -94 | 1.7 | 1 | 0.1 | 118
CCOC(=O)c1c(NC(=O)COC(=O)Cn2c(C)nc3ccccc32)sc2c1CCCC2 | -12 | -0.3 | -3 | -9 | 10 | -10 | 1.1 | 1.1 | -0.7 | 97
Cc1ccccc1OCc1nc2ccccc2c(=O)n1/N=C/c1cn[nH]c1-c1ccccc1 | 6 | -0.4 | -1 | -3 | -13 | 13 | 0.44 | 1 | -0.6 | 113
Cc1ccc(NC(=O)CSc2nnc(-c3n[nH]c4ccccc34)n2-c2ccccc2)c(C)c1 | -10 | -0.4 | -8 | -10 | 15 | -15 | 0.85 | 1.1 | -0.3 | 82
Cc1ccc(/C=N/n2c(C)cc(C)c(C#N)c2=O)o1 | 2 | -0.5 | -1 | -4 | -1 | 1 | 1.3 | 1 | -0.3 | 102
O=C(NCCSc1ccccc1)c1ccc(Br)cc1 | -3 | 0.0 | -2 | 32 | -180 | 180* | 10* | 0.7 | 0.1 | 157*
CC(=O)NCCOc1nc(N(C)C)nc(N2CCCCC2)n1 | 10 | -0.1 | -2 | -8 | 7 | -7 | 1.3 | 1.1 | 0.0 | 101
COc1ccccc1N1CCN(CC(=O)Nc2ccc(-n3cnnn3)cc2)CC1 | 4 | -0.3 | 1 | 0 | -19 | 19 | 1.1 | 1 | 0.2 | 94
O=C(NCCc1ccncc1)Nc1cccc(Cl)c1 | 4 | -0.2 | -2 | -6 | 14 | -14 | 1 | 1.1 | -0.1 | 106
CCOCCCNC(=O)C1CCN(S(=O)(=O)N(CC(C)C)CC(C)C)CC1 | 0 | -0.2 | -4 | -5 | -13 | 13 | 1.1 | 1.1 | 0.3 | 93
Cc1cccc(N2C(=O)CN=C2Nc2nc(C)cc(C)n2)c1 | -4 | -0.4 | -5 | -8 | -6 | 5 | 1.1 | 1.1 | 0.1 | 94
Cc1cc(C)c(-n2c(O)c(C=NCCN3CCOCC3)c(=O)[nH]c2=O)c(C)c1 | 6 | 0.1 | 7 | -8 | -6 | 6 | 1.1 | 1.1 | 2.5 | 102
O=C(O)CC(NC(=O)C12CC3CC(CC(C3)C1)C2)c1ccc2c(c1)OCO2 (centres undefined) | 5 | -0.3 | 3 | -12 | -47 | 47 | 1.1 | 1.1 | -3.8 | 100
CS(=O)(=O)N1CCc2cc(-c3csc(NC(=O)Cc4ccccc4)n3)ccc21 | 8 | -0.6 | 1 | -4 | -14 | 14 | 0.47 | 1 | -0.5 | 89
Cc1cc(Cl)c(S(=O)(=O)NCC2CCCO2)cc1OCC(N)=O (centres undefined) | 7 | -0.2 | -7 | -3 | 14 | -14 | 1 | 1 | 2.2 | 105
CCCCC(CC)CNC(=O)C1CC=CCC1C(=O)O (centres undefined) | 3 | -0.1 | 5 | -3 | 8 | -8 | 0.88 | 1 | 0.1 | 111
O=C(Nc1c(Cl)ccc2nsnc12)c1ccco1 | 8 | -0.1 | -5 | -6 | -1 | 1 | 1 | 1.1 | 0.1 | 97
CCn1c(=O)cc(SCC(=O)Nc2cc(OC)c(OC)c(OC)c2)c2ccccc21 | -3 | 0.0 | -5 | -7 | 0 | 0 | 0.86 | 1.1 | 1.3 | 90
O=C(C1CCN(S(=O)(=O)c2cccnc2)CC1)N1CCN(c2ccccc2Cl)CC1 | -1 | -0.2 | 5 | -10 | 22 | -22 | 0.8 | 1.1 | -0.1 | 99
Cc1nnc(SCCn2c(N(C)Cc3ccccc3)nc3c2c(=O)[nH]c(=O)n3C)s1 | 2 | -0.4 | 3 | -6 | 21 | -21 | 0.82 | 1.1 | -1.3 | 100
COc1ccc(Br)cc1CN(C)C(=O)c1ccc2c(c1)NC(=O)C(C)S2 (centres undefined) | 3 | 0.0 | 0 | -7 | -16 | 16 | 0.84 | 1.1 | -0.2 | 90
CN(CC(=O)NCCN1CCN(c2ccccc2)CC1)S(=O)(=O)c1ccc2c(c1)CCC(=O)N2 | -1 | -0.1 | -8 | -4 | 0 | 0 | 1.2 | 1 | -0.7 | 98
COCCCNc1ncnc2nc[nH]c12 | -8 | -0.1 | -7 | -7 | -2 | 2 | 1 | 1.1 | -1.0 | 99
CC1CCCCN1C(=O)c1ccc(OC2CCN(S(=O)(=O)N(C)C)CC2)cc1 (centres undefined) | 12 | -0.2 | -4 | -3 | 1 | -1 | 1.4 | 1 | -0.2 | 95
O=C(Nc1ccc(Cl)cc1)N1CCC(c2ccccc2)C1 (centres undefined) | 2 | 0.2 | 5 | 64* | -169 | 169* | 6.2* | 0.4 | -1.5 | 146*
COCC(C)n1c(SCc2nc(N)nc(Nc3ccccc3C)n2)nc2ccccc2c1=O (centres undefined) | 9 | -0.4 | -8 | -6 | 11 | -11 | 0.58 | 1.1 | 0.0 | 101
O=C(Nc1ccc(-n2cnnn2)cc1)C1CCCN1C(=O)NC1CCCCC1 (centres undefined) | 10 | 0.1 | -4 | -6 | -12 | 12 | 0.98 | 1.1 | -0.1 | 97
CCOc1cc(/C=C/C(=O)Nc2ccc(C(=O)NCCN(CC)CC)cc2)ccc1OCC(C)C | -4 | -0.1 | 3 | -5 | -13 | 13 | 0.71 | 1.1 | 0.5 | 98
CC(=O)c1cccc(NC(=O)C23CC4CC(C2)CC(n2cncn2)(C4)C3)c1 | 10 | -0.3 | -4 | 0 | 5 | -5 | 1.1 | 1 | 2.7 | 94
Cc1ccc(C(=O)CSc2nnc(-c3ccccc3N)n2C)cc1C | -4 | -0.4 | 1 | -1 | -12 | 12 | 1.2 | 1 | 0.6 | 104
Cc1cccc(OCC(=O)Nc2ccc(S(=O)(=O)Nc3ccccn3)cc2)c1 | 14 | -0.2 | -3 | -1 | -18 | 18 | 0.96 | 1 | -0.3 | 105
CCOc1nc(NC(=O)NS(=O)(=O)Oc2ccccc2Cl)nc(-c2ccccc2)n1 | 3 | 1.1 | -2 | 4 | 3 | -3 | 1 | 1 | 0.5 | 102
O=C1CN(C(=O)CSc2nnc(C3CC3)n2-c2ccccc2)c2ccccc2N1 | 11 | -0.5 | -4 | 3 | 2 | -2 | 0.97 | 1 | 2.4 | 96
Cc1oc2c(c1C(=O)Nc1cccc3ccccc13)CCCC2 | 2 | -0.2 | -1 | -8 | -2 | 2 | 1.2 | 1.1 | -0.1 | 98
C=CCn1c(O)c(N=NC(=S)Nc2ccccc2F)c2cc(S(=O)(=O)N3CCOCC3)ccc21 | 2 | -0.5 | -2 | -1 | 24 | -24 | 1.2 | 1 | -1.0 | 102
CCOc1ccc(NC(=O)CCSc2ccc3ccccc3n2)cc1 | -13 | -0.2 | 0 | 0 | -3 | 3 | 0.79 | 1 | -0.6 | 96
Cc1ccc(N(C(C)C(=O)O)S(=O)(=O)c2c(C)[nH]c(=O)[nH]c2=O)cc1 (centres undefined) | -2 | / | 4 | -1 | -20 | 20 | 1.1 | 1 | -1.5 | /

Brought forward from above: four entries, then new ones.
mol | G6PDH counter | Hsp70 act | Efa HMGR inh | FLuc inh counter | APP transl inh | APP 5'UTR act | NF-kB expr up | FLuc act counter | DTT redox prof | STAT1 activator
Cc1oc2c(c1C(=O)Nc1cccc3ccccc13)CCCC2 | 2 | -0.2 | -1 | -8 | -2 | 2 | 1.2 | 1.1 | -0.1 | 98
C=CCn1c(O)c(N=NC(=S)Nc2ccccc2F)c2cc(S(=O)(=O)N3CCOCC3)ccc21 | 2 | -0.5 | -2 | -1 | 24 | -24 | 1.2 | 1 | -1.0 | 102
CCOc1ccc(NC(=O)CCSc2ccc3ccccc3n2)cc1 | -13 | -0.2 | 0 | 0 | -3 | 3 | 0.79 | 1 | -0.6 | 96
Cc1ccc(N(C(C)C(=O)O)S(=O)(=O)c2c(C)[nH]c(=O)[nH]c2=O)cc1 (centres undefined) | -2 | / | 4 | -1 | -20 | 20 | 1.1 | 1 | -1.5 | /
NNC(=S)NCc1cccnc1 | 5 | -0.3 | 0 | -12 | -17 | 17 | 0.75 | 1.1 | 0.1 | 101
COC(=O)C1=C(C)N(C)C(C)=C(C(=O)OC)C1c1ccccc1C | 2 | -0.3 | 1 | -6 | -15 | 15 | 0.95 | 1.1 | -0.4 | 107
C/C(=N\Nc1nc(Nc2ccccc2)nc(N2CCOCC2)n1)c1cccs1 | 5 | 0.3 | -7 | 6 | 8 | -8 | 0.45 | 0.9 | -0.6 | 93
CCCCC(=O)NCCNC(=O)c1cc(OCC(F)(F)F)ccc1OCC(F)(F)F | 4 | -0.4 | -1 | -1 | 20 | -20 | 1.1 | 1 | -0.2 | 94

4 entries picked at random from the list so far, as already listed:
mol | G6PDH counter | Hsp70 act | Efa HMGR inh | FLuc inh counter | APP transl inh | APP 5'UTR act | NF-kB expr up | FLuc act counter | DTT redox prof | STAT1 activator
O=C(Nc1ccc(-n2cnnn2)cc1)C1CCCN1C(=O)NC1CCCCC1 (centres undefined) | 10 | 0.1 | -4 | -6 | -12 | 12 | 0.98 | 1.1 | -0.1 | 97
CCCCC(=O)NCCNC(=O)c1cc(OCC(F)(F)F)ccc1OCC(F)(F)F | 4 | -0.4 | -1 | -1 | 20 | -20 | 1.1 | 1 | -0.2 | 94
Cc1cccc(N2C(=O)CN=C2Nc2nc(C)cc(C)n2)c1 | -4 | -0.4 | -5 | -8 | -6 | 5 | 1.1 | 1.1 | 0.1 | 94
CC(=O)c1cccc(NC(=O)C23CC4CC(C2)CC(n2cncn2)(C4)C3)c1 | 10 | -0.3 | -4 | 0 | 5 | -5 | 1.1 | 1 | 2.7 | 94
